# aGal spleen mod: alpha-galactosidase A (human) modulation | human spleen homogenate, 4MU-alpha-Gal fluorescence, 40 min | 240,000 tested, 0.008% active | Potency, µM (highest dose often 80 µM), inactives show at the top dose activity change, negative = inhibition, hits mostly inhibitors;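 also: 0% = enzyme with vehicle and -100% = no enzyme basal signal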
# Target sequence (P06280 32-429 limits assumed): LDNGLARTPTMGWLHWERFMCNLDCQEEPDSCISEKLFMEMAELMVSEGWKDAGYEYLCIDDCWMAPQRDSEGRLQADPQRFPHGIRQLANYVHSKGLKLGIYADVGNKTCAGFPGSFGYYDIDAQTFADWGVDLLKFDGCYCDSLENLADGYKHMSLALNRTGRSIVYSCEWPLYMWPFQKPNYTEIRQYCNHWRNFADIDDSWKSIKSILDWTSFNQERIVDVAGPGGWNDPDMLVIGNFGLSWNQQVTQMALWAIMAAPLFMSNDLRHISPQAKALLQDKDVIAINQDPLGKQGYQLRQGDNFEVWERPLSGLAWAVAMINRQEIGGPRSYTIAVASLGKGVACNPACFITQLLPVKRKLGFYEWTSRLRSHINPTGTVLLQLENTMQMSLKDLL
#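 Fluorogenic readout (Ex 365/Em 440 nm) of 4-methylumbelliferone released from 1 mM 4-MU-alpha-galactoside by spleen homogenate, 40 min at 37C, pH 5.0. Data normalized to no-enzyme and enzyme controls; Hill-equation AC50 from compound titrations.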
# L3MBTL1 inh: L3MBTL1 (human) inhibition; AlphaScreen L3MBTL1–H3K9me1 peptide binding; Potency, µM (doses to about 57.1 µM), for inactives: top-dose activity, negative = inhibition, hits mostly inhibitors; 230,000 tested, 0.66% active; AID 485360; also: nearly all actives have a fitted effect of over 60% in size
#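 L3MBTL1 50 nM + b-AHA-H3(1-15)K9me1 75 nM, 30 min RT; compound added, 30 min RT; streptavidin donor/Ni-chelate acceptor beads 10 ug/mL each final, 30 min RT dark; AlphaScreen read.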
# Tau fibril FP: blocks human tau fibril formation measured by polarization; 280,000 tested, 0.39% active; AID 1468; K18 P301L tau heparin fibrillization, Alexa594 FP, 6 h; Potency, µM (top dose mostly 57.7 µM), for inactives: top-dose activity, negative = inhibition, most hits filed as inhibitors; also: nearly all actives have a fitted effect of over 55% in size
# Target sequence (P10636 561-689 P618L limits assumed): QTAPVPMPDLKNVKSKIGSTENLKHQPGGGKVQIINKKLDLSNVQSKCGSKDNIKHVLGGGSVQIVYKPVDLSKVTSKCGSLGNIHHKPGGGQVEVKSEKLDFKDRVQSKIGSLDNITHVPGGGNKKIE
#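 Human tau K18 […] P301L fragment, 15 uM unlabeled plus 0.24 uM Alexa 594-labeled tau (final), with compound and 20 uM heparin in 100 mM sodium acetate pH 7; 6 hr at 37 C, then Alexa 594 FP read.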
# ALDH1A1 block: ALDH1A1 (human) enzyme inhibition | P00352 | Purified ALDH1A1, NADH fluorescence, propionaldehyde substrate | Potency, µM (doses to about 75.3 µM), for the others: at the highest dose activity, negative = inhibition, hits mostly inhibitors | 220,000 tested, 7.3% active; active = well fitted inhibition curve with a large enough effect, not every such curve was filed as active; inconclusive = small, poorly fitted or top-dose-only effect, or another doubt; inactive = no such curve, though single readings can be large or run the other way;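 also: plate controls were no enzyme wells and a reference inhibitor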
# Target sequence (P00352 whole entry, looked up): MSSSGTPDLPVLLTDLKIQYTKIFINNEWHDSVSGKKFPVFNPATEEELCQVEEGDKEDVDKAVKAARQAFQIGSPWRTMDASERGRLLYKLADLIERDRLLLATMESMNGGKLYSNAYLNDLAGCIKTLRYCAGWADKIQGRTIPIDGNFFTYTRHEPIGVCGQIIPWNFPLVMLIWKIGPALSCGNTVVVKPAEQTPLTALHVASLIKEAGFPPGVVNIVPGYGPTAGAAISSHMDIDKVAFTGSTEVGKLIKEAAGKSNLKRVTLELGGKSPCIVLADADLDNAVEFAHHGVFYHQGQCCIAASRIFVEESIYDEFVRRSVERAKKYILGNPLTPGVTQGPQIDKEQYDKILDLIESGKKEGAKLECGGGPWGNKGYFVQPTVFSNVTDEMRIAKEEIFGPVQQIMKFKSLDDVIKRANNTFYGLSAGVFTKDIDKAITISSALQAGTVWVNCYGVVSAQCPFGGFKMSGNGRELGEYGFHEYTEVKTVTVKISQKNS
# TRb SRC2 PPI: inhibitors of human thyroid hormone receptor beta-SRC2 interaction; P10828; 280,000 tested, 0.065% active; TRbeta-SRC2 peptide binding, fluorescence polarization; receptor liganded with 1 µM T3; Potency, µM (titrated, usually from 106 µM), without a hit: top-dose activity change, negative = inhibition, usual class: inhibitors;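 also: plate controls were bound peptide for no effect and peptide without receptor for full effect; nearly all actives have a fitted effect of over 50% in size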
#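 TRb LBD 0.6 uM + Texas Red SRC2 peptide 20 nM, 1 uM T3, Tris buffer w/ 5% DMSO; compound pinned, 5 h RT; FP read ex 555/em 632; normalized to unbound and bound controls.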
# Tau fibril ThT: tau fibrillization inhibition (ThT binding); P10636; recombinant tau K18 P301L, heparin-induced fibrillization, ThT fluorescence; Potency, µM (series often up to 57.4 µM), inactives show at the top dose activity, negative = inhibition, most hits filed as inhibitors; 270,000 tested, 2.1% active; AID 1460; also: nearly all actives have a fitted effect of over 55% in size
#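 Heparin-induced fibrillization of the P301L-mutant K18 repeat-domain fragment of human tau was followed by ThT binding in quantitative high-throughput format.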
# TR SRC2 fluor cs: alters Texas Red total fluorescence, flagging assay interference | TRb/SRC2 Texas Red total fluorescence interference | Potency, µM (highest dose often 106 µM), without a hit: top-dose fluorescence change, negative = quenching | 280,000 tested, 0.29% active | AID 1479; active = well fitted curve in either direction with a large enough effect; inconclusive = small, poorly fitted or top-dose-only effect
#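 Human TRb ligand-binding domain at 0.6 uM with 20 nM Texas Red SRC2 peptide in Tris buffer containing 1 uM T3 and 5% DMSO, incubated with compound 5 h at ambient temperature. Total fluorescence (555/632 nm) calculated as parallel + 2 × perpendicular.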
# Tau fluor cs: counter-screen for tau fibril formation inhibitors | tau K18 P301L Alexa594 fluorescence, heparin fibrillization | Potency, µM (titrated, usually from 57.7 µM), inactives show at the top dose activity change, negative = decrease | 280,000 tested, 0.93% active | AID 1463; also: nearly all actives have a fitted effect of over 55% in size
#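 Human tau K18 P301L (15 uM unlabeled, 0.24 uM Alexa 594-labeled) in 100 mM sodium acetate pH 7 with 20 uM heparin, 6 hr at 37 C. ThT 30 uM added, 1 hr ambient; Alexa 594 FP and total fluorescence read at 555/632 nm.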
# * = called active by the depositor; ? = inconclusive; / = no result given; [ ] = dose if it differs, or a comment. Unless noted, calls follow the shape of the dose curve; as a rule, active = well fitted curve in the direction sought with a large enough effect; inconclusive = small, poorly fitted or top-dose-only effect, or another doubt; inactive = no such curve, though single readings can be large; an effect the other way counts as inactive or inconclusive. Unless noted, % is scaled to controls: 0 for no effect and ±100 for the full control effect; potency is read from the fitted curve at half-maximal effect.
1: CCOC(=O)C1C(=O)C=C(C)C(C(=O)OCC)C1c1ccc(OC)cc1 (stereo not given)
2: CCc1ccc(NC(=O)N[C@H](C(=O)O)C(C)CC)cc1 (stereo not given in full)
3: O=C(c1ccc2c(c1)OCO2)C1CCCN(C(=O)c2cnn(Cc3ccccc3)c2)C1 (stereo not given)
4: CC1CC1C(=O)Nc1ccc(-c2ccccc2)cc1 (stereo not given)
5: COC(=O)c1cccc(-n2nnnc2SCC(=O)Nc2nc3c(s2)CCCC3)c1
6: NNC(=O)c1cc(-c2ccccc2)sc1N
7: c1ccc(-c2cn3c4c(sc3n2)CCCC4)cc1
8: COc1cccc([C@@H]2Nc3ccc(C(=O)O)cc3[C@@H]3C=CC[C@@H]32)c1OC
9: ICCc1ccccc1
10: NCCCNCCCCNCCCNC(=O)CCc1ccc(O)cc1
Screen / compound no. | 1 | 2 | 3 | 4 | 5 | 6 | 7 | 8 | 9 | 10
Tau fibril FP | -3% | 1% | -6% | ? | 4% | 4% | 0% | 0% | / | 6%[11.6 µM]
Tau fluor cs | -7% | -2% | -8% | -7% | ? | ? | -9% | 1% | / | 5%[11.6 µM]
TRb SRC2 PPI | 5% | 2% | 0% | -9% | 3% | -1% | 5% | 5% | 1% | 3%[11.2 µM]
L3MBTL1 inh | -4% | 8% | 10% | 27% | / | -25% | -9% | / | / | /
aGal spleen mod | 2% | -3% | 0% | -7% | -6% | 7% | 0% | / | 2% | 4%[17.5 µM]
TR SRC2 fluor cs | 0% | 0% | -2% | 1% | 1% | -5% | 0% | 1% | -1% | 0%[11.2 µM]
Tau fibril ThT | -8% | -3% | -8% | -6% | ? | 7.9µM* | ? | 0% | / | -8%[11.5 µM]
ALDH1A1 block | ? | / | 25µM* | 8% | ? | / | ? | / | 3.5µM* | 1%[13.5 µM]

11: CCOC(=O)C1(Cc2cccc(F)c2)CCN(C(=O)COC)CC1
12: Cc1ccc(C2=Nc3ccccc3N=C(c3ccc([N+](=O)[O-])cc3)C2)c(O)c1
13: COCCN1C=C2C(=O)C(C)(OC(=O)c3cccs3)C(=O)C=C2C=C1CCCC(=O)OC (stereo not given)
14: COC(=O)CSc1c(-c2ccccc2)c2cc(Cl)ccc2[nH]c1=O
15: O=C(Nc1cccc(F)c1)Nc1ccccn1
16: Cc1nc2ncnn2c(C)c1CCC(=O)N1CCc2ccccc21
17: CCOc1ccc(NC(=O)C2Cc3ccccc3N2C(=O)c2ccccc2)cc1 (stereo not given)
18: CC(C(=O)Nc1cccc(Br)c1)c1ccc([N+](=O)[O-])cc1 (stereo not given)
19: CC(C)(NO)/C(=N\O)c1ccc(Cl)cc1
20: CCc1ccc(C2CC(c3ccccc3Cl)Nc3nc(N)nn32)cc1 (stereo not given)
Screen / compound no. | 11 | 12 | 13 | 14 | 15 | 16 | 17 | 18 | 19 | 20
Tau fibril FP | -2% | 5% | ? | -14% | -6% | -1% | -4% | 1% | -7% | 0%
Tau fluor cs | -4% | -2% | 1%[11.6 µM] | -18% | -13% | 1% | -15% | 4% | -3% | -9%
TRb SRC2 PPI | 1% | 6% | 9%[11.2 µM] | 6% | 2% | -2% | 8% | 0% | 8% | -5%
L3MBTL1 inh | 0% | 0% | / | -2% | 5% | / | / | 38%[activator] | 2% | -13%
aGal spleen mod | 0% | 9% | -3%[17.5 µM] | 2% | -4% | -2% | / | 2% | -3% | -12%
TR SRC2 fluor cs | 0% | 3% | 2%[11.2 µM] | 0% | 0% | 0% | 0% | -7% | 1% | -2%
Tau fibril ThT | -6% | 4% | ? | -7% | 0% | -6% | -2% | 9% | -10% | -17%
ALDH1A1 block | / | 7% | 1%[13.5 µM] | ? | 7% | -5% | / | -10% | 2% | -8%

21: CS(=O)(=O)N(CC(=O)Nc1ccccc1Sc1ccccc1)c1cccc(Br)c1
22: Cc1cc(C(=O)N/N=C2\CC(=O)CC(C)(C)C2)c(C)n1-c1ccc(F)cc1
23: CC(c1cccs1)N(Cc1ccco1)C(=S)Nc1ccc(F)c(Cl)c1 (stereo not given)
24: CC1CCN(c2nc3c(c(=O)[nH]c(=O)n3C)n2CCSc2nc3ccccc3o2)CC1
25: O=C(Nn1c(-c2ccncc2)nc2ccccc2c1=O)c1ccc(Br)cc1
26: CCn1cc(C(=O)N2CC(C)CC(C)C2)c(=O)c2cc(S(=O)(=O)N(C)C)ccc21 (stereo not given)
27: CCc1ccc(NC(=O)CSc2nc3[nH]ncc3c(=O)[nH]2)cc1
28: O=C(N(Cc1ccccc1)c1ccccn1)C12CC3CC(CC(C3)C1)C2
29: O=S(=O)(Nc1ccc(O)c(Sc2nc3ccccc3s2)c1)c1ccc(Cl)cc1
30: CCC(=O)c1cn(CC(=O)O)c2ccccc12
Screen / compound no. | 21 | 22 | 23 | 24 | 25 | 26 | 27 | 28 | 29 | 30
Tau fibril FP | 6% | -5% | ? | 3% | -6% | -5% | 4% | 3% | 3% | -8%
Tau fluor cs | -23% | -15% | ? | -12% | -8% | -2% | -4% | -5% | -10% | 1%
TRb SRC2 PPI | 0% | 6% | -1% | 5% | -4% | -2% | -6% | -14% | -5% | 4%
L3MBTL1 inh | -4% | -4% | / | 3% | / | 12% | / | / | -7% | 1%
aGal spleen mod | 4% | -1% | 1% | 8% | -1% | -3% | -6% | -2% | -2% | -3%
TR SRC2 fluor cs | -3% | -1% | -1% | -6% | -3% | -2% | 0% | 0% | -5% | -1%
Tau fibril ThT | -6% | ? | -7% | -12% | -11% | -6% | -7% | -16% | ? | -1%
ALDH1A1 block | 6% | 28µM* | -14% | 0% | -3% | 5% | -1% | -8% | ? | -6%

# Filtered by structure: the compounds so far with a COOH group
2: CCc1ccc(NC(=O)N[C@H](C(=O)O)C(C)CC)cc1 (stereo not given in full)
8: COc1cccc([C@@H]2Nc3ccc(C(=O)O)cc3[C@@H]3C=CC[C@@H]32)c1OC
30: CCC(=O)c1cn(CC(=O)O)c2ccccc12
Screen / compound no. | 2 | 8 | 30
Tau fibril FP | 1% | 0% | -8%
Tau fluor cs | -2% | 1% | 1%
TRb SRC2 PPI | 2% | 5% | 4%
L3MBTL1 inh | 8% | / | 1%
aGal spleen mod | -3% | / | -3%
TR SRC2 fluor cs | 0% | 1% | -1%
Tau fibril ThT | -3% | 0% | -1%
ALDH1A1 block | / | / | -6%

# (listing goes on)
31: O=C(CSc1nnnn1-c1ccc2c(c1)OCCO2)c1cccc2c1OCCO2
32: Cc1noc(-c2ccccc2OC(=O)c2ccccc2)n1
33: CCCOc1ccc(CNC(=O)CN2C(=O)c3cccnc3Oc3ccc(C)cc32)cc1
34: CCS(=O)(=O)c1ccc(O)c(NC(=O)/C=C/c2ccc(Cl)cc2)c1
35: CCOc1cccc2cc(C(=O)N3CCc4ccccc4C3)c(=O)oc12
36: Cn1c(=O)c2[nH]c(NCCCN3CCOCC3)nc2n(C)c1=O
37: COC(=O)[C@@]1(Cc2ccc(F)cc2)[C@H]2c3cc(C(=O)N4CCCC4)n(Cc4ccccc4)c3C[C@H]2CN1C(=O)c1ccccc1
38: COc1ccc(-c2nsc(NC(=O)c3cccc(OC)c3)n2)cc1
39: N#CCN1CCC(c2cc(-c3ccco3)n[nH]2)CC1
40: Cc1cc(/C=C2/NC(=O)NC2=O)c(C)n1C
41: COc1ccccc1N(CC(=O)NCc1ccccc1)C(=O)CCC(=O)Nc1cc(C)ccn1
42: COc1ccc(NC(=O)Cn2c(=O)n(-c3ccccc3)c(=O)c3sccc32)c(OC)c1
43: CCN(CC(=O)Nc1ccc2c(c1)OC(F)(F)O2)Cc1nc2ccccc2c(=O)[nH]1
Screen / compound no. | 31 | 32 | 33 | 34 | 35 | 36 | 37 | 38 | 39 | 40 | 41 | 42 | 43
Tau fibril FP | -12% | -6% | 3% | 8% | -3% | 8% | 0% | ? | 1% | ? | -5% | 3% | -11%
Tau fluor cs | ? | 0% | -7% | -29% | -6% | -1% | -8% | ? | -9% | ? | -6% | -3% | -19%
TRb SRC2 PPI | -9% | -2% | 1% | -10% | -10% | -11% | 0% | -1% | -11% | -4% | -13% | -1% | -3%
L3MBTL1 inh | -9% | 13% | / | / | ? | / | / | / | 4% | / | -4% | 12% | /
aGal spleen mod | -8% | 4% | / | 7% | 6% | -5% | -19% | / | 4% | -3% | 2% | 8% | 12%
TR SRC2 fluor cs | -2% | 0% | -1% | -6% | -1% | 1% | -3% | -1% | 3% | 0% | -2% | -1% | -1%
Tau fibril ThT | -19% | 4% | 7% | ? | -15% | -12% | -11% | 3% | ? | ? | -11% | 2% | -5%
ALDH1A1 block | -16% | 7% | / | / | -12% | 1% | -10% | / | 22µM* | 3% | 3% | 4% | ?

# In the list so far, five contain an aryl methoxy group:
1: CCOC(=O)C1C(=O)C=C(C)C(C(=O)OCC)C1c1ccc(OC)cc1 (stereo not given)
8: COc1cccc([C@@H]2Nc3ccc(C(=O)O)cc3[C@@H]3C=CC[C@@H]32)c1OC
38: COc1ccc(-c2nsc(NC(=O)c3cccc(OC)c3)n2)cc1
41: COc1ccccc1N(CC(=O)NCc1ccccc1)C(=O)CCC(=O)Nc1cc(C)ccn1
42: COc1ccc(NC(=O)Cn2c(=O)n(-c3ccccc3)c(=O)c3sccc32)c(OC)c1
Screen / compound no. | 1 | 8 | 38 | 41 | 42
Tau fibril FP | -3% | 0% | ? | -5% | 3%
Tau fluor cs | -7% | 1% | ? | -6% | -3%
TRb SRC2 PPI | 5% | 5% | -1% | -13% | -1%
L3MBTL1 inh | -4% | / | / | -4% | 12%
aGal spleen mod | 2% | / | / | 2% | 8%
TR SRC2 fluor cs | 0% | 1% | -1% | -2% | -1%
Tau fibril ThT | -8% | 0% | 3% | -11% | 2%
ALDH1A1 block | ? | / | / | 3% | 4%

# Compound activity as filed in PubChem.
